Bioassay records as filed in PubChem BioAssay.
TNFa cytotox = cytotoxicity in TNFa-stimulated HUVEC, primary screen, cytotoxicity control for VCAM1 expression modulator project, imaging, Hoechst nuclei count; HUVEC TNFalpha-stimulated, Hoechst cell count; cell count reduction, % at 2 µM; actives 0.17% (n = 93,000);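 active = cell count reduction exceeding the screen mean by over 5 SD, scaled to untreated wells per plate, cut at about 78% in these data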;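 also: cells counted after 24 h of TNF alpha exposure following the 1 h pretreatment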
H69AR growth 86K = proliferation blockers of H69AR lung cancer cells, primary screen, cell-based, human, 86K library. H69AR lung tumor viability, ATP luminescence, 72 h; active compounds read low. viability, % at 10 µM. actives 6% (n = 85,000);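 active = viability at or below 40%; inactive = viability above 40%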;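 also: multidrug resistant small cell line overexpressing MRP-1 efflux transporter; 100% = mean luminescence of untreated control wells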
HUVEC prolif 384 = inhibitors of HUVEC proliferation, primary screen, cell-based, 384-well; CellTiter-Glo luminescence, 72 h; active compounds read low; viability, % at 10 µM (by protocol); actives 1.1% (n = 86,000); AID 648, 2007;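 active = viability at or below 30%; inactive = viability above 30%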;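 also: 100% = median luminescence of DMSO-only cell control wells on each plate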
Smad3 inh = Smad3/FoxH1 peptide binding inhibitors, primary screen, biochemical, TR-FRET | actives 0.29% (n = 88,000) | inhibition, % at 25 µM | TR-FRET Smad3/Dy647-FoxH1 peptide binding, europium anti-His | AID 630, 2007 | Mothers against decapentaplegic homolog 3 (Homo sapiens), P84022;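 active = compounds that reduce the energy-transfer binding signal between the protein and its labelled peptide by more than half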;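 also: 0% = Smad3 plus labelled peptide maximal FRET and 100% = peptide-only background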
VCAM1 TNFa inh = inhibitors of TNFa-induced VCAM1 expression, primary screen, imaging, HUVEC, TNFa stimulus, immunofluorescence; HUVEC TNFa-induced VCAM-1 immunofluorescence, high-content imaging; inhibition, % at 2 µM; actives 0.48% (n = 95,000); AID 802, 2007;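 active = inhibition above the batch mean plus 3 SD, with images confirmed as a hit by eye, cut at about 37% in these data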;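 also: 0% = TNF-stimulated DMSO wells and 100% = unstimulated control wells; not every result past the cut was called active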
HUVEC tox IL1B = cytotoxicity in IL-1B stimulated HUVEC, primary screen, cytotoxicity control for IL-1B NFkB translocation project, imaging, Hoechst nuclear count, IL-1B stimulus; cell count reduction, % at 2 µM; HUVEC cell count loss; actives 0.41% (n = 94,000);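 active = cell count reduction more than 3 SD above the screen-wide mean, cut at about 70% in these data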;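 also: normalized per plate to untreated control cells as the no-loss baseline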
Lung fibro prol = antiproliferative effect on LL 47 fibroblasts – human, LL 47 cells, CellTiter-Glo luminescence, primary screen; LL 47 human lung fibroblast viability, ATP luminescence; active compounds read low; viability, % at 10 µM; actives 1.1% (n = 85,000); AID 719, 2007;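 active = viability at or below 50% in the single dose screen; inactive = viability above 50%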;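 also: compound exposure lasted 72 h before the ATP readout; 100% = median luminescence of untreated cell-only wells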
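Test system: LL 47 human lung fibroblasts / Incubation: 72 h compound exposure at 37 °C after overnight plating / Technique: luminescent ATP detection, CellTiter-Glo / Compound dosing: 0.1% DMSO in all compound wells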
Pyk2 oligo antag = antagonists of Pyk2 self-association, primary screen, Q293 cells, FERM NanoBiT luminescence, HTS | actives 0.83% (n = 99,000) | Protein-tyrosine kinase 2-beta (Homo sapiens), Q14289 | active compounds read low | z-score (the deposit names both 25 µM and 10 µM);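 active = Z-score of -3 or lower, scaled per plate to the spread of control and sample wells; inactive = z-score above -3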;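 also: negative z-score means lost luminescence so less FERM oligomerization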
Target sequence (Q14289 whole entry, looked up): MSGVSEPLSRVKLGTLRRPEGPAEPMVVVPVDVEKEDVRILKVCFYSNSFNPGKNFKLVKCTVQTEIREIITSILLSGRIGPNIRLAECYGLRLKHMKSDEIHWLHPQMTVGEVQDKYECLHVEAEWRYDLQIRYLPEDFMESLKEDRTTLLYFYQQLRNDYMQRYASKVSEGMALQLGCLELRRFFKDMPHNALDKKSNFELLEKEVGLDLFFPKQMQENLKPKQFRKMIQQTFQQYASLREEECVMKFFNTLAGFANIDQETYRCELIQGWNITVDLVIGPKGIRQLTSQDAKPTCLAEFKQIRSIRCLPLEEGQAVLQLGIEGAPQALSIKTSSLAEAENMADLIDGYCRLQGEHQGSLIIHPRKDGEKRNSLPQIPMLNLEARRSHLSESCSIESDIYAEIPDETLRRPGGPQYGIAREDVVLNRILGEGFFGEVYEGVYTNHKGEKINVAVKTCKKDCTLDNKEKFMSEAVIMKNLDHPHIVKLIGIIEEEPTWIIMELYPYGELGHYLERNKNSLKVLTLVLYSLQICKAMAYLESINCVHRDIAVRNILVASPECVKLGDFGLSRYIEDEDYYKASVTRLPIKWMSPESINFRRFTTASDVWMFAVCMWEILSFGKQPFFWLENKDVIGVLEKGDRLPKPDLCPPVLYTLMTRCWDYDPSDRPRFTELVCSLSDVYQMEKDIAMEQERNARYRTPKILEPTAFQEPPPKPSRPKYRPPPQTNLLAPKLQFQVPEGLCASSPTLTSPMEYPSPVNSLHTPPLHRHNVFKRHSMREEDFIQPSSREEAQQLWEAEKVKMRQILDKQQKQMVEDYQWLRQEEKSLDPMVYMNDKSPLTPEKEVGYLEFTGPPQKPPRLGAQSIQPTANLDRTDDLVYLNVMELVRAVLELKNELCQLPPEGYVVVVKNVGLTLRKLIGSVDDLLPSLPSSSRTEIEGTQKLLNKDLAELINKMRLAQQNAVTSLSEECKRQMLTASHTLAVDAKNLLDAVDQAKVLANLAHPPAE
F-actin modifier = modifiers of F-actin cytoskeleton organization, primary screen, imaging, HUVEC, phalloidin staining, high-content imaging. actives 0.18% (n = 91,000). inhibition, % at 2 µM. HUVEC TNFa F-actin phalloidin imaging. AID 836, 2007;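 active = inhibition above the batch mean plus 3 SD and confirmed as a hit by visual image inspection, cut at about 30% in these data, passing the limit was not always enough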; also: strong numbers were not always called active
The depositor's hits bear a star; x = no result given; [ ] = another dose, or the depositor's remark. A portion of the library; the hit share may differ from the screen's.

mol	Smad3 inh	Lung fibro prol	H69AR growth 86K	HUVEC prolif 384	F-actin modifier	TNFa cytotox	Pyk2 oligo antag	VCAM1 TNFa inh	HUVEC tox IL1B
COc1cccc(C(C(=O)NCc2ccco2)N(C(=O)Cn2nnc3ccccc32)C2CC2)c1OC (stereo not drawn)	1	95	81	93	-6	-4	1	13	38
Cc1nc(N)sc1-c1csc(Nc2ccc(Cl)cn2)n1	9	96	51	74	0	0	0.42	2	-19
Cc1cc(=O)c2c(o1)CC(C)(C)CC2=O	0	102	98	99	0	-1	0.17	-1	8
Cc1ccc(-n2c(=O)c3sccc3n(CC(=O)N3CCCC3)c2=O)cc1	-2	105	86	96	-47	-10	0.05	3	11
O=C(Nc1ccccn1)NC(C(F)(F)F)C(F)(F)F	x	x	x	x	12	-21	0.07	-4	0
CSc1nnc2c(n1)c(C)nn2-c1cccc(C)c1	1	91	98	93	1	x	-0.93	17	-9
Cc1ccc(Cn2ccc(NC(=O)C3C4CCC(C4)C3C(=O)O)n2)cc1 (stereo not drawn)	7	108	94	102	1	0	0.23	-37	-2
CCc1nc(Nc2ccc3nccnc3c2)c2oc3ccccc3c2n1	24[fluorescence artefact?]	97	75	51	-8	20	-0.65	15	-4
COc1ccc(CCNC(=O)C2CCN(S(=O)(=O)c3cccc4nonc34)CC2)cc1OC	-1	104	91	95	15	-7	0.82	20	-10
CC(C)(C)NC(=O)NC(=O)CN1CCN(c2ncc(C(F)(F)F)cc2Cl)CC1	9	98	61	93	-14	3	0.23	13	5
COc1ccc(NC(=S)NCCSc2ccc(C)cc2)c(OC)c1	x	x	x	x	12	14	0.17	0	5
CCOC(=O)CC1C(=O)NCCN1S(=O)(=O)c1ccc(Cl)cc1Cl (stereo not drawn)	x	x	x	x	-9	-16	0.71	-15	33
O=C(NC1CCCCCC1)C1CCN(c2nc3ccccc3o2)CC1	8[fluorescence artefact?]	92	93	100	-19	24	-0.26	9	18
Cc1cc(NC(=O)c2nn(C)c(C)c2[N+](=O)[O-])no1	x	x	x	x	5	-6	0.49	10	-11
CC(C)Oc1ccc(CNCC2(O)CCOC(C)(C)C2)cc1 (stereo not drawn)	-8	94	97	101	14	-29	-0.37	-6	-11
O=C(Cn1nnc(-c2ccccc2NC(=O)c2ccco2)n1)Nc1ccccc1	16	78	23*	46	x	x	-2.7	x	x
O=C(O)C1C2CCC(O2)C1C(=O)Nc1cnn(Cc2ccccc2)c1 (stereo not drawn)	9	103	101	93	17	-16	-0.22	6	-8
N#Cc1c(N)n(CCOC(=O)c2cccc(Br)c2)c2nc3ccccc3nc12	-11	104	114	91	-8	12	-0.18	-9	35
COc1ccc(C(=O)Nc2cc(=O)n(C)c(=O)n2C)cc1OC	-8	103	92	102	x	x	x	x	x
O=[N+]([O-])c1ccc(NC(=S)NCCc2ccc(Cl)cc2)cc1	x	x	x	x	3	-6	-1.5	6	8
CC(=O)C1=C(C)OC(N)=C(C#N)C1c1cc2cccc(C)c2nc1Cl (stereo not drawn)	x	x	x	x	-2	-1	-0.01	15	-63
CCOC(=O)C1=C(C)NC(=O)NC1c1ccc(C)o1 (stereo not drawn)	-15	101	88	61	x	x	x	x	x
Cc1ccc(S(=O)(=O)N2CC(=O)Nc3ccccc32)cc1C	8	101	102	96	13	-20	-0.15	20	-60
O=C(c1ccc(COc2ccccc2Br)o1)N1CCN(c2ccccn2)CC1	-2	101	72	99	-6	4	-0.18	10	-12
Cn1c(=O)cc(SCC(=O)N2CCN(c3ccccc3)CC2)c2ccccc21	30[fluorescence artefact?]	96	74	82	3	-12	-0.31	17	-6
O=C(NCc1ccco1)C1CCN(c2nc3ccccc3n2Cc2ccc(F)cc2)CC1	9	92	95	85	-13	-12	x	7	0
CCOC(=O)c1c(NC(=O)c2c(C)noc2C)sc2c1CCCCC2	5	89	42	65	0	-16	-0.3	-5	-16
Cc1cc(C(=O)Cn2nnc3ccccc3c2=O)c(C)n1-c1ccccc1F	7	73	102	78	8	-11	-1.1	-7	1
COc1ccc(C)cc1NC(=O)COC(=O)c1c(C)noc1C	-3	107	103	107	5	0	0.5	6	19
O=C(NCc1ccc2c(c1)OCO2)C1CC(=O)N(C2CCCCCCC2)C1 (stereo not drawn)	-5	101	92	95	-8	-2	-0.21	1	-2
CCOCCn1c(SCc2cccc(C)c2)nc2c1c(=O)[nH]c(=O)n2C	7	87	74	94	3	-33	x	4	-14
CCc1ccccc1NC1c2ccccc2C(=O)N1Cc1ccco1 (stereo not drawn)	-1	94	82	93	x	x	x	x	x
O=C(CN1C(=O)NC2(CCCCCC2)C1=O)N1CCN(S(=O)(=O)c2ccc(Cl)cc2)CC1	2	98	79	90	-8	-21	1.2	6	-8
O=C1SC(c2ccccc2)=C/C1=C\N1CCCCC1	7	95	83	98	29	-7	-0.01	-6	0
Nn1c(SCC(=O)NC2CCCCC2)nnc1C1CC1	x	x	x	x	-6	16	-0.09	-6	33
COc1ccccc1C(O)P(=O)(OC(C)C)c1ccc(N(C)C)cc1 (stereo not drawn)	-4	97	99	92	-4	11	0.07	-13	25
COc1ccc(OC)c(NC(=O)Cn2cnc3c(cnn3-c3ccccc3)c2=O)c1	-1	93	86	90	x	x	x	x	x
N=P(N1CCOCC1)(N1CCOCC1)C12CC3CC(CC(C3)C1)C2	-6	99	101	101	-20	-8	-0.97	-4	-15
CCOC(=O)C(CCC(=O)O)(CCC(C)C)c1csc(N)n1 (stereo not drawn)	-5	100	90	109	x	-1	0.06	9	2
C=CCOC(=O)CCCC(=O)NC1CCCCC1	-12	107	102	100	8	0	0.36	9	29
Cc1ccc(S(=O)(=O)N2CC(O)CC2C(=O)Nc2ccc3c(c2)CCC3)cc1 (stereo not drawn)	-5	98	95	91	-35	-19	0.09	8	21
C=CCN1C(=O)CSC1=Nc1cccc(O)c1	10	108	104	100	-2	-16	0.63	-5	2
COc1ccccc1Oc1ccc(S(=O)(=O)N2CCOCC2)cc1S(=O)(=O)N1CCOCC1	4	99	91	84	9	-13	-0.51	12	-203
COc1ccc(NS(=O)(=O)c2ccc(NC(=O)C3CCCO3)cc2)cc1 (stereo not drawn)	6	98	87	101	14	-34	0.28	6	-13
O=C(NCc1cccnc1)/C(=C/c1ccco1)NC(=O)c1ccccc1	x	x	x	x	8	-6	-0.41	-4	-1
Cc1ccccc1C(=O)Nc1ccc(-c2nc3ccc(C(=O)c4ccccc4)cc3[nH]2)cc1	x	x	x	x	26	-34	-0.91	-2	-5
Cc1nc2sc(C(c3ccc(C(C)C)cc3)N3CCN(CCO)CC3)c(O)n2n1 (stereo not drawn)	-3	106	103	98	x	x	x	x	x
COc1cccc(C2=CC(c3cccc(OC)c3OC(F)F)n3nnnc3N2)c1 (stereo not drawn)	x	x	x	x	14	-13	-0.35	-5	-33

Reformatted with two lines to a compound: entries from further up.
Every second line gives: Smad3 inh, Lung fibro prol, H69AR growth 86K, HUVEC prolif 384, F-actin modifier, TNFa cytotox, Pyk2 oligo antag, VCAM1 TNFa inh, HUVEC tox IL1B
Cc1ccccc1C(=O)Nc1ccc(-c2nc3ccc(C(=O)c4ccccc4)cc3[nH]2)cc1
    x, x, x, x, 26, -34, -0.91, -2, -5
Cc1nc2sc(C(c3ccc(C(C)C)cc3)N3CCN(CCO)CC3)c(O)n2n1 (stereo not drawn)
    -3, 106, 103, 98, x, x, x, x, x

Continued:
mol	Smad3 inh	Lung fibro prol	H69AR growth 86K	HUVEC prolif 384	F-actin modifier	TNFa cytotox	Pyk2 oligo antag	VCAM1 TNFa inh	HUVEC tox IL1B
c1nc(N2CCCC2)c2[nH]cnc2n1	3	101	68	98	-6	-15	0.91	-26	-30
O=c1c(-c2ccc(Cl)cc2)coc2c(CN3CCOCC3)c(O)ccc12	5	104	78	94	-12	-11	-0.95	7	6
CCNC(=O)C1(c2ccccc2)CCCC1	-5	102	69	107	2	1	0.94	10	0
O=C(CSc1nnc(-c2ccccc2)o1)N1CCN(c2ccccc2)CC1	10[fluorescence artefact?]	102	97	102	2	14	0.14	27	-40
CCOC(=O)CN1C(=O)NC2NC(=O)NC21 (stereo not drawn)	-1	97	92	94	8	-14	0.58	2	18
Cn1cc(S(=O)(=O)N2CCN(Cc3ccccc3)CC2)c(=O)n(C)c1=O	6	96	117	101	-2	0	x	4	-11
CSc1ccccc1N1CCN(C(=O)Nc2ccc3c(c2)NC(=O)CO3)CC1	x	x	x	x	0	-23	-0.01	5	-11
O=C(OCC(=O)N1CCN(c2ccccc2)CC1)c1cccc(Cl)c1	6	110	91	97	4	-4	1.5	-30	31
Clc1ccc(-c2cc3ccccc3[nH]2)cc1	x	x	x	x	-10	-17	0.07	4	17
O=C1NCCCC1C(=O)NCCN1C(=O)CCC1=O (stereo not drawn)	4	96	96	108	-18	-41	0.44	-11	-31
CCN(CC)S(=O)(=O)c1ccc(N2CCOCC2)c(NC(=O)C(=O)c2c(-c3ccccc3)cc3ccccn23)c1	20	95	73	97	-4	3	-0.5	4	4
Cc1ccc(/C=N/N2CCN(Cc3cccc4ccccc34)CC2)o1	5	93	90	84	-12	7	0.82	4	-12
Cc1cc(NC(=O)CCC(=O)N(CC(=O)NC2CCCC2)c2ccccc2)no1	-14[fluorescence artefact?]	99	88	104	7	5	0.27	15	-4
Cc1cc(C)cc(NC(=O)CSCc2nc3c(nnn3Cc3ccc(F)cc3)c(=O)[nH]2)c1	-1	100	96	85	1	-27	-0.96	15	-29
